# E-sel TNF inh: E-selectin induction blockers in HUVEC – imaging, immunofluorescence, high content, primary screen. HUVEC TNFa-induced E-selectin immunofluorescence. inhibition, % at 2 µM. 0.71% of 120,000 active. AID 1246, 2008;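 active = inhibition above the batch mean plus 3 SD, and confirmed as a hit on visual image review, cut at about 43% in these data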;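 note: 0% = TNF-stimulated DMSO wells and 100% = unstimulated control wells; not every result past the cut was called active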
# bCat KO growth: primary screen for growth suppressors in beta-catenin knockout HCT116 cells (colon tumor, human); HCT116 beta-catenin knockout viability, CellTiter-Glo, 60 h; hits give low values; viability, % at 10 µM; 1.5% of 140,000 active;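 active = viability at or under a set limit, the compound median less 4 SD, cut at about 6% in these data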;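 note: 0% = Hyamine 1622 control at 20 µM and 100% = untreated cell control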
# NPY Y2 blocker: NPY-Y2 receptor antagonists, primary screen, cell-based. 0.99% of 140,000 active. AID 793, 2007. inhibition, % at 2.7 µM. Neuropeptide Y receptor type 2 (Homo sapiens), P49146. NPY-Y2 expressing cells, antagonist mode; in the data active = inhibition above about 17%;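 note: 0% = vehicle with agonist challenge and 100% = reference antagonist with challenge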
# Target sequence (P49146 whole entry, looked up): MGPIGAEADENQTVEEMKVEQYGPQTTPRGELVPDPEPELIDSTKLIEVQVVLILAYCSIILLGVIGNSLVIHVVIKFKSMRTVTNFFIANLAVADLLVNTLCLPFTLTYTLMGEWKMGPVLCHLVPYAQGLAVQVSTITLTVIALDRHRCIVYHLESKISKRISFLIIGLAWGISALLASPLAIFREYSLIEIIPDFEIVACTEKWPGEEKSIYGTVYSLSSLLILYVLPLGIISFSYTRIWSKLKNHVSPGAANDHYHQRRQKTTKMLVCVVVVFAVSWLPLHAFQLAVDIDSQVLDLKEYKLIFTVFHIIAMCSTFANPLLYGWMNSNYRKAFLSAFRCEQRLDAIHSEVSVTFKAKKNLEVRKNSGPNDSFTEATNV
# PTEN del growth: growth suppression of PTEN-null HCT116, primary screen, cell-based, CellTiter-Glo; HCT116 PTEN-null viability, 60 h; hits give low values; viability, % at 10 µM; 1.2% of 140,000 active; AID 827, 2007;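 active = viability at or below a set limit, 4 SD under the median of all tested compounds, cut at about 3.7% in these data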;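 note: PTEN knockout HCT116 line with beta catenin targeted HCT116 as companion control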
# Yeast life ext: compounds extending yeast replicative lifespan, primary screen, S. cerevisiae, OD615; S. cerevisiae growth with nicotinamide; deaD strain in restrictive glucose medium; inhibition of the nicotinamide effect, % at 10 µM; 0.68% of 130,000 active;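 active = inhibition above a set limit, placed 3 SD over the median of all compounds, cut at about 26% in these data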;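 note: 0% = nicotinamide-treated wells and 100% = cells grown without nicotinamide; some compounds called inactive have numbers as strong as hits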
#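 Buffer or medium: CSMM-D glucose medium, restrictive; test system: modified budding yeast, DeaD strain; compound: single dose 10 µM compound, 0.25% DMSO; schedule: culture preincubation 4 h, compound exposure 48 h, both 30 °C; detection: optical density (absorbance) at 615 nm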
# Phagocyt inh: inhibitors of macrophage phagocytosis, primary screen, imaging, J774A.1 cells, IgG beads; J774A.1 macrophage IgG-bead phagocytosis; inhibition, % at 5 µM; 0.07% of 110,000 active;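 active = inhibition above the mean of the plate negative controls plus 5 SD, cut at about 13% in these data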;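 note: phagocytic index as fraction of beads internalized from green versus red external bead signal; plate controls were DMSO negative control for no effect and cytochalasin-D positive control for full effect; some results beyond the cut were filed as inactive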
# Yeast growth inh: growth inhibitors of yeast BB579 in restrictive medium, primary screen, yeast lifespan-shortening project, S. cerevisiae; inhibition, % at 10 µM; OD615, 48 h; 0.51% of 140,000 active;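 active = inhibition above a set limit, 3 SD over the mean compound inhibition, cut at about 44% in these data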; note: inactives centre near -24
#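 Detection: OD615 turbidity measurement; Material: Saccharomyces cerevisiae DeaD strain BB579, replicative lifespan model yeast; Timing: 48 h exposure, 30 °C; Doses: single 10 µM dose; Medium: CSMM-D restrictive synthetic medium containing dextrose (glucose); Controls: amphotericin B at 10 µg/mL as positive control.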
# MRP1 act: H69AR viability gain despite doxorubicin, primary screen, MRP-1 activator project, H69AR cells, CellTiter-Glo; AID 799, 2007; 0.61% of 140,000 active; viability increase, % at 10 µM; viability rescue;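 active = viability gain under doxorubicin at or above a set limit, the compound median plus 3 SD, cut at about 4.7% in these data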;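 note: MRP-1 overexpressing cells given doxorubicin 25 µM after compound pretreatment; 18-22 h compound pretreatment then 72 h with doxorubicin before readout; 0% = doxorubicin-only wells and 100% = vehicle-treated cells without doxorubicin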
# GALR2 blocker: GALR2 antagonists in receptor-expressing cells, primary screen | inhibition, % at 4 µM | AID 828, 2007 | 0.39% of 140,000 active | antagonist mode; in the data active = inhibition above about 27%;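 note: cells stimulated with galanin 1-16 at roughly its EC80; 0% = agonist challenge control and 100% = basal control without agonist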
# Target sequence (O43603 whole entry, looked up): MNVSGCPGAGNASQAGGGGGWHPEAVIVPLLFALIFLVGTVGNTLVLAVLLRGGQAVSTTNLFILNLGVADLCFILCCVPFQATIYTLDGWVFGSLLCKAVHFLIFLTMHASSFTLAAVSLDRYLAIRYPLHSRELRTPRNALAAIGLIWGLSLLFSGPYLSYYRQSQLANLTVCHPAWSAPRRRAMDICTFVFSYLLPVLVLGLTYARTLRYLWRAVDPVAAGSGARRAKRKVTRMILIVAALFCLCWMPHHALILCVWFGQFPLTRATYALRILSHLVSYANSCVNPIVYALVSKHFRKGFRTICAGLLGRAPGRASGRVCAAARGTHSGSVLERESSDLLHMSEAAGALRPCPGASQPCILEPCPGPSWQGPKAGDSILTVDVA
# Measles CPE: compounds protecting cells from measles virus cytopathic effect, primary screen, measles RdRp inhibitor project, single point, MLSMR library, absorbance; Measles virus-infected cells, CPE protection; protection (pct of control), % at 4 µM; 1.5% of 140,000 active; AID 841, 2007; in the data active = protection mostly above about 24%, no sharp cut-off; inactive = mostly below about 26%; note: some compounds called inactive have numbers as strong as hits
# An asterisk follows results filed as active; . = no result given.
SMILES,E-sel TNF inh,bCat KO growth,NPY Y2 blocker,PTEN del growth,Yeast life ext,Phagocyt inh,Yeast growth inh,MRP1 act,GALR2 blocker,Measles CPE
O=C(CCCC(=O)OCC(Cl)=C(Cl)Cl)Nc1ccccc1,.,92,2,94,-5,-1,9,-1.6,-6,11
O=C(O)CCc1ccc(-c2cccs2)n1CCC(=O)O,-2,97,3,92,-7,0,-44,-3.4,-8,11
Nc1ccccc1Oc1ncc(C(F)(F)F)cc1Cl,-5,102,-1,106,-13,.,-26,-0.9,1,13
CCC(=O)N1CCN(c2ccc(NC(=O)c3ccc(Br)o3)cc2)CC1,6,101,2,95,-4,-6,-10,-1.0,0,3
CCOc1ccc2nc(C(C)O)[nH]c2c1 (stereo not given),-2,109,0,115,2,-3,-88,-0.5,10,9
C=CCNC(=O)CN(c1ccc(F)cc1)S(=O)(=O)c1ccc(OC)cc1,25,95,1,97,-4,0,-10,-2.8,5,17
CCOC(=O)Cc1c(C)nc2c(-c3cccc(Br)c3)c[nH]n2c1=O,9,13,1,12,-22,-1,-24,-2.9,4,5
Cn1c2ccccc2n2c(=O)c(=O)n(CC(=O)c3ccc(Cl)cc3)nc12,-7,87,6,96,-1,.,-51,-0.2,0,15
COC(=O)CCC(NC(=O)c1cc(-c2ccc3c(c2)OCCO3)oc1C)C(=O)OC (stereo not given),6,90,-1,91,-3,-2,-29,-2.9,2,9
CCC(=O)N1c2ccc(S(=O)(=O)CCC(=O)NCc3ccc4c(c3)OCO4)cc2CC1C (stereo not given),1,98,3,102,-1,.,-26,-0.8,15,4
CN(C(=O)c1cc2nc(-c3ccco3)cc(C(F)(F)F)n2n1)C1CCCCC1,.,84,3,93,3,-1,-39,-1.1,4,3
CC(C)(C)C(=O)OCC1OC(n2cnc(C(N)=O)n2)C(O)C1O (stereo not given),4,95,-1,98,-3,0,-13,-1.5,3,23
CSc1nc2ccc(S(=O)(=O)N3CCCCC3)cc2s1,0,87,4,86,0,0,-29,-2.7,-15,13
Cc1ccc(-c2csc(=Nc3cccnc3)n2CCCN2CCCC2=O)cc1C,.,91,0,93,11,-5,-28,-4.1,-12,9
COc1ccc(-c2cc(C(F)(F)F)n3nc(N)nc3n2)cc1,3,86,4,89,-12,-1,-14,-0.6,-10,5
CCC(CC)C(=O)N(c1ccc(F)cc1)C1C=CS(=O)(=O)C1 (stereo not given),.,106,1,82,-2,0,-32,-4.6,13,12
CC1CCCCN1C(=O)c1cc(Cl)ccc1[N+](=O)[O-] (stereo not given),.,94,-2,95,6,0,-51,0.7,2,9
Cn1c(=O)c2cc(S(=O)(=O)Nc3ccc4c(c3)OCO4)ccc2n(C)c1=O,-6,55,2,68,13,1,-73,-2.6,16,14
CCc1cccc2c(C#N)cn(CC(=O)NCc3ccco3)c12,-49,82,5,81,-12,0,-45,-3.8,-2,2
O=C(c1ccc(Br)s1)N1CCN(Cc2ccc3c(c2)OCO3)CC1,20,71,8,67,15,-4,-37,-2.7,6,11
Cc1ccccc1C(=NCCCN(C)C)c1ccccc1C,.,101,6,104,3,-5,6,-2.7,-1,3
COc1ccc(Cl)cc1S(=O)(=O)n1ccnc1C(C)C,21,94,3,105,-4,0,-8,-0.5,0,6
COc1ccccc1CN(CC(=O)NCc1ccco1)C(=O)CNS(=O)(=O)c1ccc(C)cc1,51,99,3,83,-5,-2,-16,-0.2,-6,20
Cn1nnnc1SCC(=O)Nc1c(Cl)cccc1Cl,-17,104,-1,97,3,0,-46,-0.1,-15,5
O=P(CCC(F)(F)F)(CCC(F)(F)F)CCC(F)(F)F,2,103,-3,106,-2,-2,-45,1.2,13,18
O=C(Nc1ccc(-c2noc(-c3cccs3)n2)cc1)c1cccnc1,25,78,0,73,-9,.,-14,-4.1,-9,8
Cc1noc(/C=C/c2ccco2)c1S(=O)(=O)N1CCC(C(=O)Nc2ccc(Cl)cn2)CC1,.,49,3,37,11,7,-34,-2.0,-11,8
COc1ccc(-c2coc3cc(OC)cc(O)c3c2=O)cc1,9,78,1,88,-14,.,-35,4.0,0,6
Cc1cccc(NC(=O)CSc2nc3nc4c(cc3c(=O)n2-c2ccccc2)CCCC4)c1,.,66,1,51,1,.,-32,-3.5,-9,15
NC(=O)Nn1c(CCC(=O)O)ccc1-c1ccc(Br)cc1,6,96,1,91,-2,4,-15,-1.5,17,17
CC(C)c1ccc(OCc2nc(-c3ccccn3)no2)c(Br)c1,-5,61,5,62,-9,-1,-63,1.7,13,29
O=C(NC1CCCCCC1)C1CCN(S(=O)(=O)c2cccc3cccnc23)CC1,.,77,1,101,-7,0,-25,-0.1,3,4
Cc1ccc(C)c(Cn2c(=O)c3c(nc4n3CCN4Cc3ccco3)n(C)c2=O)c1,22,92,-2,81,-6,.,-28,0.5,-15,23
Cc1ccc(-c2csc(NC(=O)c3cccc(N4C(=O)CCC4=O)c3)n2)o1,.,103,0,104,-2,.,-43,-2.4,-7,2
COc1cccc(CC(NC(C)=O)C(=O)NC2CCN(c3c(Cc4ccccc4)c(C)nc4ncnn34)CC2)c1 (stereo not given),-20,77,1,89,-3,0,-21,-4.2,10,2
O=C(CCS(=O)(=O)c1ccc(Br)cc1)N1CCN(c2ccc(Cl)cc2)CC1,-2,94,2,83,-13,2,-12,-4.2,8,42
Cc1ccc(S(=O)(=O)NCCCN2CCOCC2)c(C)c1,-1,86,3,96,-6,-1,4,-0.9,10,4
Cc1cc(C(=O)CSc2nnc(N)s2)c(C)n1-c1c(C)n(C)n(-c2ccccc2)c1=O,-1,105,0,105,3,0,-53,-0.7,1,11
CC(NC(=O)Cn1ncc(Cl)c(Cl)c1=O)C12CC3CC(CC(C3)C1)C2 (stereo not given),.,1.2*,2,1.4*,8,-7,-23,-4.9,57*,0
O=C(c1cc2ccccc2c(=O)o1)N1CCCCCC1,9,93,1,98,-2,2,-40,0.6,2,20

# Results in E-sel TNF inh, for some of the entries so far:
compound | E-sel TNF inh
COc1cccc(CC(NC(C)=O)C(=O)NC2CCN(c3c(Cc4ccccc4)c(C)nc4ncnn34)CC2)c1 (stereo not given) | -20
O=C(CCS(=O)(=O)c1ccc(Br)cc1)N1CCN(c2ccc(Cl)cc2)CC1 | -2

# (listing goes on)
SMILES,E-sel TNF inh,bCat KO growth,NPY Y2 blocker,PTEN del growth,Yeast life ext,Phagocyt inh,Yeast growth inh,MRP1 act,GALR2 blocker,Measles CPE
COc1cccc(NS(=O)(=O)c2ccc3[nH]cc(C(=O)NCCC(C)C)c(=O)c3c2)c1,33,54,2,48,-24,0,-46,-0.9,2,5
Oc1ccc(C2=NNC(=NCc3ccc4c(c3)OCO4)SC2)c(O)c1,.,17,4,17,4,-12,-31,-2.2,-5,2
CCN(CC(=O)NC(C)C)Cc1nc2sc3c(c2c(=O)[nH]1)CCC3,-14,93,0,89,-20,-1,-15,-4.4,16,15
CCOC(=O)N1CCN(S(=O)(=O)c2c(C)nn(C)c2C)CC1,14,101,-3,113,-1,2,-39,0.0,0,26
c1ccc(COc2ccc(OCCCN3CCCCC3)cc2)cc1,12,60,12,66,-8,0,-20,-1.9,-15,4
COC(=O)c1sccc1-c1ccc(C(=O)Nc2cccc(Cl)c2)o1,-7,84,8,81,-10,.,-44,-0.7,1,6
COc1ccc(CC(=O)n2c(CC#N)nc3ccccc32)cc1OC,.,96,4,105,-10,.,-73,-0.8,-26,13
Cc1ncc([N+](=O)[O-])n1CCOC(=O)NC(NCc1cccnc1)C(Cl)(Cl)Cl (stereo not given),.,92,-1,95,-3,-1,1,-0.3,-4,9
COc1cc(-c2nc3ccc(C)cn3c2Nc2ccc3c(c2)OCCO3)ccc1O,-1,66,4,73,3,-4,-38,-3.7,3,9
Cc1ccc(C)c(N2CCN(C(=O)CCCn3c(=S)[nH]c4cc5c(cc4c3=O)OCO5)CC2)c1,10,61,0,59,2,-6,-18,1.1,-4,8
O=C(Nc1ccc(Cl)cc1)c1cccs1,-44,82,3,88,-7,2,-2,1.3,14,7
Cc1cc(N2CCN(C3CCCCC3)CC2)nc2cccc(O)c12,-11,78,5,87,-1,.,-50,-0.7,-6,10
Cc1nc2ccc(S(=O)(=O)NC(C(=O)Nc3nc4ccc(Cl)cc4s3)C(C)C)cc2s1 (stereo not given),.,49,-2,54,-7,0,-3,-1.2,0,1
Cn1c(Cn2c(=O)sc3ccccc32)nnc1SCc1ccccn1,.,99,1,100,-6,-2,-39,-2.2,-9,20
COc1ccc(-c2c3c(=O)n(C)c(=O)n(C)c3cn2Cc2ccccn2)cc1,0,90,1,93,-10,-1,-16,-3.0,1,12
Cc1ccc(Cn2ccc(NC(=O)c3cc4nc5c(c(C(F)(F)F)n4n3)CCc3ccccc3-5)n2)cc1,-40,94,0,97,-27,.,-38,-4.3,2,20
CC(=O)c1c(C(C)=O)c(C)n(-c2ccc(C(=O)O)cc2)c1C,-33,96,-1,106,7,-2,-4,0.0,8,13
CCC(=O)Nc1ccc2oc(-c3ccccc3Br)nc2c1,50,101,2,92,-15,0,3,-1.1,-14,11
CC(=O)Oc1ccc2c(c1)c(C(C)=O)c(C)n2C,-8,109,2,99,-16,1,-58,-1.2,4,14
O=C(/C=C\c1ccco1)Nc1nc(-c2ccc3ccccc3c2)cs1,48,82,12,72,-3,-6,-40,-0.8,-17,6
CCn1c(-c2cccc(Cl)c2)n[nH]c1=S,9,106,8,94,-8,0,-12,-0.1,12,9
CCCCCOc1ccc(/C=C/C(=O)NCCc2nc3ccccc3[nH]2)cc1OC,7,82,2,85,4,-3,-12,0.7,-10,1
Cc1nn(-c2ccccc2)c(C)c1/C=N/NC(=O)c1cc(-c2ccc(Cl)s2)[nH]n1,13,10,1,7,-21,2,-39,-6.4,-6,6
Cc1ccc(OCC(O)CN2C(=O)NC(C)(C)C2=O)cc1 (stereo not given),-3,83,1,92,.,.,-5,0.0,-3,13
N#CCC(CNc1ncc(C(F)(F)F)cc1Cl)OC(=O)c1ccc(Cl)cc1 (stereo not given),20,56,2,62,-12,.,-31,-1.7,-2,22
COC(=O)[C@@]1(Cc2ccc(OC)cc2)[C@@H]2C(=CC(=O)[C@H]2CC(=O)C(=O)N(C)C)CN1C(=O)c1ccccc1,-1,2.2*,2,2.5*,3,.,-33,-5.0,7,26
COCCNC(=O)C1CCCN(c2nn3c(=O)cc(C)nc3s2)C1 (stereo not given),.,97,1,96,-16,-1,-4,-1.3,11,18
Cc1ccc(-c2c(C)c(-c3ccc(F)cc3)nc(N)c2C#N)o1,8,87,3,81,-12,0,-61,-2.6,-13,5
Cc1nc(SCC(=O)Nc2ccc(N3CCOCC3)cc2)nc(C)c1C,4,90,1,83,-14,0,-8,-3.2,3,4
